HepG2 tox – kills HepG2 cells in TGF-b inhibitor counter-screen; AID 588856; HepG2 CAGA-GFP viability, ATP luminescence, 18 h; 410,000 tested, 0.76% active; Potency, µM (titrated, usually from 46.1 µM), for inactives: at the highest dose activity change, negative = cytotoxicity, actives largely listed as cytotoxic; note: potency is the fitted concentration of half-maximal effect; some results filed as inactive show a strong effect at the top dose
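CellTiter-Glo luminescence gave cytotoxicity after 18 hours at 37 degrees C. The cells were HepG2 CAGA-GFP in 1% FBS DMEM, stimulated with 500 pg/mL TGF-beta after compound addition. %Activity was normalised to no-cell wells (complete cell-killing) and DMSO (no toxicity), and curves were fitted and classified.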
KB-3-1 cytotox – KB-3-1 parental cell cytotoxicity | KB-3-1 viability, CellTiter-Glo ATP luminescence, 72 h | Potency, µM (highest dose often 46.1 µM), without a hit: at the top dose activity change, negative = cytotoxic, actives largely listed as cytotoxic | 400,000 tested, 1.4% active; note: potency is the fitted concentration of half-maximal effect; % is set by controls: 0 for no effect and ±100 for the full control effect; nearly all actives have a fitted effect of over 60% in size
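Cytotoxicity measured as CellTiter-Glo luminescence after 72 h at 37 C. Compound titrations were pinned onto drug-naive KB-3-1 parental adenocarcinoma cells grown in DMEM with 10% FBS, and normalized data fitted to concentration-response curves.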
IL-1B inflam inh – inhibitors of inflammasome signaling (IL-1 beta secretion); THP-1 LPS/ATP IL-1B secretion, AlphaLISA, 16 h; active compounds read low; activity change, % at 57.5 µM; 360,000 tested, 4.7% active; AID 743279; in the data active = activity change below about -50%; inconclusive = mostly about -30% to -49%; note: % is set by controls: 0 for no effect and ±100 for the full control effect
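Secreted IL-1B measured by AlphaLISA bead assay after 16 h compound exposure of THP-1 cells; compounds (final up to 57.5 uM) added 1 h before LPS (250 ng/mL) and ATP (1.25 mM) stimulation; lower signal means less secretion.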
ATXN2 expr inh – reduces ATXN2 reporter expression in HEK-293 cells; AID 1745845; HEK-293 ATXN2-luciferase reporter, luminescence, 24 h; Potency, µM (top dose mostly 57 µM), without a hit: at the highest dose activity change, negative = inhibition, hits mostly inhibitors; 360,000 tested, 0.72% active; note: potency is the fitted concentration of half-maximal effect; % is set by controls: 0 for no effect and ±100 for the full control effect; nearly all actives have a fitted effect of over 55% in size
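qHTS (up to 57 uM final) was run with 24 h compound exposure of reporter cells at 37 °C. Each well was multiplexed: SteadyGlo luminescence measured ATXN2-luciferase expression after a fluorogenic Gly-Phe-AFC viability readout (25 uM final).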
SW480 rerep – induces DNA re-replication in SW480 colon adenocarcinoma cells; SW480 DNA re-replication, Hoechst DNA content imaging, 48 h; Potency, µM (highest dose often 46.1 µM), inactives show at the highest dose re-replication activation, usual class: activators; 340,000 tested, 1.8% active; AID 624297; note: potency is the fitted concentration of half-maximal effect; % of control where 0% means no effect; nearly all actives have a fitted effect of over 55% in size
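DNA re-replication was detected as more nuclei of elevated Hoechst intensity after 48 hr exposure to compound (23 nL pinned per well of 250 cells).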
HT1080-NT tox – kills 2HG-producing HT-1080-NT fibrosarcoma cells; HT-1080-NT fibrosarcoma viability, CellTiter-Glo ATP luminescence, 48 h; 360,000 tested, 1.6% active; Potency, µM (titrated, usually from 46.1 µM), inactives show at the top dose activity, negative = less viability, most hits filed as cytotoxic;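 note: NT is the 2HG producing partner of a matched IDH1 knockdown line; potency is the fitted concentration of half-maximal effect; 0% = DMSO-treated cells and -100% = media-only wells without cells; nearly all actives have a fitted effect of over 55% in size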
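A 48-hour cytotoxicity screen used HT-1080-NT cells plated 2 hours before compound delivery. ATP-based CellTiter-Glo luminescence measured viability, normalized to DMSO and no-cell controls.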
HT1080 IDH1KD tx – toxicity to HT-1080 IDH1 knockdown cells (counter line) | HT-1080 IDH1 knockdown viability, ATP luminescence, 48 h | Potency, µM (series often up to 46.1 µM), without a hit: at the highest dose activity, negative = toxicity, most hits filed as cytotoxic | 360,000 tested, 2% active;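 note: potency is the fitted concentration of half-maximal effect; 0% = DMSO wells and -100% = cell-free medium wells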
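CellTiter-Glo luminescence after 48 h compound exposure at 37 degrees C of IDH1-knockdown HT-1080 cells in 5% FBS RPMI. %Activity scaled between DMSO wells and cell-free media wells, with curves fitted and assigned curve classes.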
MCF10A rerep – induces DNA re-replication in MCF 10a normal breast cells | 350,000 tested, 2.9% active | Potency, µM (highest dose often 46.1 µM), without a hit: at the top dose activity, positive = re-replication, hits mostly activators | AID 624296 | MCF 10A DNA re-replication, Hoechst nuclear intensity, 48 h; note: potency is the fitted concentration of half-maximal effect; % of control where 0% means no effect; nearly all actives have a fitted effect of over 50% in size
S2 tox – reduces viability in counter-screen for ATXN expression inhibitors; 400,000 tested, 0.49% active; AID 651635; Potency, µM (top dose mostly 56.7 µM), usual class: cytotoxic; S2 cells (HEK-293 line with an ATXN2-luciferase reporter) viability, CellTiter-Fluor protease fluorescence, 24 h; note: potency is the fitted concentration of half-maximal effect; nearly all actives have a fitted effect of over 40% in size
* marks the source's active call; other numbers are inactive results; i = inactive; ? = inconclusive; nt = not tested or not shown; & = joins results of further samples; [ ] = dose if it differs, or a comment. Unless noted, calls come from the whole dose curve; as a rule, active = well fitted curve in the direction sought with a large enough effect; inconclusive = small, poorly fitted or top-dose-only effect, or another doubt; inactive = no such curve, though single readings can be large; an effect the other way counts as inactive or inconclusive. An unsorted share of the library. About 8.9% of those tested had a hit in this group.

Structure | HepG2 tox | KB-3-1 cytotox | IL-1B inflam inh | ATXN2 expr inh | SW480 rerep | HT1080-NT tox | HT1080 IDH1KD tx | MCF10A rerep | S2 tox
C/C(=N\Nc1ccc([N+](=O)[O-])cc1)c1ccco1 | 4.0% | 8.9% | ? | 6.6%[11.3 µM] | ? | -3.7% | -19.3% | ? | nt
CCCOC(c1ccccc1)(c1ccc(C(F)(F)F)cc1)C(Oc1nc(C)cc(C)n1)C(=O)O (stereo unspecified) | -25.6% | ? | 27.5 | nt | 2.1% | ? | ? | 2.6% | i
COc1ccc(OC)c(CN2CCN(C(=O)c3cc(S(=O)(=O)N4CCOCC4)ccc3C)CC2)c1 | -19.5% | 3.4% | 6.0 | -4.0% | -10.6% | -14.6% | -8.5% | -0.4% | i
CN(C(=O)COC(=O)c1ccc([N+](=O)[O-])cc1)c1ccccc1 | -9.6% | 20.1% | -11.1 | -9.1% | -1.9% | 11.2% | 18.0% | 1.6% | i
Cc1cccc(OCC(O)CN2CCN(S(=O)(=O)c3ccc(C)cc3C)CC2)c1 (stereo unspecified) | -7.9% | -0.3% | -4.1 | -26.9% | 10.4% | -10.6% | -28.1% | 26.1% | i
Cn1c(C(C(=O)NCC2CCCO2)N(C(=O)Cn2nnc3ccccc32)C2CCCCC2)nc2ccccc21 (stereo unspecified) | 1.1% | 3.3% | -1.4 | 0.0% | 6.3% | 3.8% | 10.3% | 14.4% | ?
CC(C)c1ccc(OCC(O)CN2CCCC2)cc1 (stereo unspecified) | -17.7% | 21.6% | 7.3 | -7.9% | -14.2% | -14.3% | -12.6% | -10.8% | i
COc1ccc(CN2CCN(S(=O)(=O)c3ccc(NC(C)=O)cc3)CC2)cc1 | -17.1% | ? | -17.2 | -9.8% | 1.9% | -5.2% | -10.3% | 1.6% | i
O=C(Nc1ccc2c(c1)nc1n2CCCCC1)c1cc(S(=O)(=O)N2CCOCC2)ccc1Cl | 0.1% | 0.0% | -4.2 | -22.8% | -2.9% | -10.4% | -7.8% | 3.3% | i
CCN1C(=O)/C(=C\C(=O)c2cccs2)c2cc(Br)ccc21 | 14.8% | -9.2% | -7.2 | 23.1% | ? | -18.7% | -7.6% | ? | i
N/C(Cc1nc(-c2ccc(F)cc2)cs1)=N\O | -38.2% | 0.0% | -53.8* | -0.7% | 2.3% | 12.6% | 3.0% | 3.5% | i
O=C(NCCSCc1cccc(Cl)c1)C1CCN(S(=O)(=O)Cc2ccccc2)CC1 | -2.8% | 1.8% | nt | -22.2% | nt | nt | nt | nt | ?
CCOC(=O)C1CCN(c2nc(-c3ccc(Br)cc3)nc3ccccc23)CC1 | 4.4%&-20.5% | ? | 0.0 | nt | 11.9% | -14.9% | -1.3% | ? | i
Cc1nnc2ccc(-c3ccc(NC(=O)c4ccco4)cc3)nn12 | -32.6% | -22.3% | 0.0 | nt | -4.9% | -0.1% | -2.1% | -3.4% | nt
Cc1ccc(S(=O)(=O)Nc2ccc(N3CCOCC3)cc2)cc1[N+](=O)[O-] | -21.9% | 8.7% | 0.0 | -25.0% | -2.0% | -1.0% | -6.0% | ? | i
O=C(NC1CC1)c1ccc2nc([C@H]3C[C@H](O)[C@@H](CO)O3)[nH]c2c1 | 6.0% | 0.0% | 9.8 | 9.3% | nt | 17.2% | 8.4% | nt | i
CCCCC(=O)NCCNc1nc2c(c(=O)n(C)c(=O)n2C)n1Cc1ccc(F)cc1 | -3.7% | -18.0% | 2.4 | -14.1% | -0.7% | -17.0% | -5.7% | -1.1% | i
COc1cc(/C=C/c2ccc3cccc([N+](=O)[O-])c3n2)ccc1OCC(=O)O | -19.0% | 5.6% | 0.0 | nt | -0.6% | 7.1% | 1.5% | 1.5% | i
CCOc1cc(S(=O)(=O)NCc2cccnc2)c(C)cc1C | 11.1% | -3.5% | 8.6 | nt | -49.9% | 4.6% | -1.4% | 1.2% | i
C[C@H](CO)N1C[C@H](C)[C@@H](CN(C)S(=O)(=O)c2ccc(F)cc2)OCc2cnnn2CCCC1=O | -16.4% | 7.5% | -17.7 | -0.6% | nt | 12.6% | 0.1% | nt | i
CC(C)NS(=O)(=O)c1ccc(OCC(=O)Nc2ccc(F)cc2F)cc1 | 0.8% | -2.5% | -6.7 | -12.8% | -4.0% | -0.8% | -0.9% | -0.3% | i
COc1ccc(Cc2nnc(NC(=O)CSc3ccc(C)cc3)s2)cc1OC | -1.7% | 7.4% | 17.5 | -1.1% | -5.8% | -4.3% | -19.5% | -1.9% | i
Nc1ncc(-c2ccccc2)n1CC1CCCO1 (stereo unspecified) | -16.4% | -16.4% | -25.6 | -2.1% | ? | -2.5% | -2.2% | ? | i
O=C(Nc1ccc2nc(-c3ccc4nc[nH]c4c3)[nH]c2c1)c1cccs1 | -40.5% | 0.4% | -21.3 | 14.1% | 2.6% | -20.2% | -26.6% | ? | i
CCCS(=O)(=O)N1CCCC(C(=O)Oc2ccc(C)c(C)c2)C1 (stereo unspecified) | 1.2% | 13.1% | -8.7 | -7.1% | -1.0% | 3.4% | 3.7% | ? | i
CCOc1ccccc1Nc1nc(-c2cccnc2)cs1 | -21.6% | 9.4% | -59.3* | 13.4% | -2.0% | -16.1% | -15.4% | 7.1% | i
COc1ccc(N(CCC#N)C(=O)/C(C#N)=C/c2cccs2)cc1 | 6.5% | 8.6% | -21.8 | 4.0% | 4.9% | 2.5% | -3.6% | -3.7% | i
O=C1c2ccccc2[C@@H]2Cc3csc[n+]3[C@H]12 | nt | 11.5% | ? | -8.5% | nt | -1.6% | 0.2% | nt | ?
CCOc1ccc(/C=N/NC(=O)c2ccc(Cn3cc([N+](=O)[O-])cn3)o2)cc1 | -12.9% | -2.6% | -4.2 | 32.3% | 1.2% | -8.1% | -13.4% | 1.6% | i
S=c1[nH]nc(C2CCCCC2)n1/N=C/c1ccc(Br)cc1 | 11.3% | -10.2% | -15.2 | 0.2% | -6.3% | 20.1% | 26.1% | ? | i

Reprinted from the part before: 3 entries, followed by the next part.
Structure | HepG2 tox | KB-3-1 cytotox | IL-1B inflam inh | ATXN2 expr inh | SW480 rerep | HT1080-NT tox | HT1080 IDH1KD tx | MCF10A rerep | S2 tox
O=C1c2ccccc2[C@@H]2Cc3csc[n+]3[C@H]12 | nt | 11.5% | ? | -8.5% | nt | -1.6% | 0.2% | nt | ?
CCOc1ccc(/C=N/NC(=O)c2ccc(Cn3cc([N+](=O)[O-])cn3)o2)cc1 | -12.9% | -2.6% | -4.2 | 32.3% | 1.2% | -8.1% | -13.4% | 1.6% | i
S=c1[nH]nc(C2CCCCC2)n1/N=C/c1ccc(Br)cc1 | 11.3% | -10.2% | -15.2 | 0.2% | -6.3% | 20.1% | 26.1% | ? | i
CCCN(Cc1nnc(-c2ccccc2Cl)o1)C(=O)c1cccc(S(=O)(=O)N2CCOCC2)c1 | -21.9% | 10.6% | -28.6 | 6.9% | -5.3% | -3.4% | -1.7% | 1.5% | i
c1ccc2c(c1)ncn2-c1ccc(-c2ccnc(-c3ccncc3)n2)cc1 | -33.0% | 0.1% | 6.4 | 0.4% | -2.8% | 17.8% | 11.0% | ? | i
O=C(Cc1ccccc1)Nc1cccc(-c2cn3cccnc3n2)c1 | -2.8% | -12.0% | nt | -9.5% | nt | nt | nt | nt | i
O=C1CC(=C(c2ccccc2)c2ccccc2)C(=O)N1CCN1CCN(c2cccc(Cl)c2)CC1 | -35.8% | ? | -7.2 | ? | 0.9% | -17.6% | -24.4% | ? | i
O=C(CN(CC1CCCO1)C(=O)CNS(=O)(=O)c1ccc(F)cc1)NCCc1ccccc1 (stereo unspecified) | -14.7% | 8.1% | -7.0 | 15.7% | 2.1% | 9.6% | 9.8% | -1.2% | i
CCC(C)[C@H](NC(=O)NCc1ccc(Cl)cc1)C(=O)OC (stereo partly specified) | 0.9% | 0.4% | 12.7 | -3.0% | -4.1% | -4.8% | 0.1% | -1.2% | i
COc1cc(C2NC(=O)NC(C)=C2C(=O)OC2CCC(C)CC2)ccc1O (stereo unspecified) | -3.8% | 7.4% | -16.7 | 2.2% | -1.9% | 2.0% | 3.1% | 11.5% | ?
CN(CC(=O)Nc1cc(Cl)cc(Cl)c1)Cc1cccs1 | -29.5% | -12.6% | -16.7 | -0.8% | ? | ? | -10.7% | ? | i
O=C(Nc1ccccc1)c1cc(C2CCCCN2C(=O)OCc2ccccc2)on1 (stereo unspecified) | -23.8% | 0.0% | 5.3 | 5.0% | nt | -7.8% | -18.7% | nt | i
O=C(Nc1ccccc1Cl)NC1(C(=O)N2CCC(O)CC2)CCCCC1 | -2.8% | 23.9% | -3.0 | -6.5% | -22.4% | 10.9% | 13.5% | -20.1% | i
Cc1[nH][nH]c(=O)c1/C=N/N1CCOCC1 | -5.1% | 2.8% | 4.2 | nt | -0.5% | 17.2% | -0.5% | 3.1% | i
Cc1ccc(S(=O)(=O)N(CC(=O)NCc2ccncc2)Cc2ccccc2F)cc1 | -9.3% | -2.9% | -9.2 | -5.3% | 7.3% | -1.9% | 0.2% | -1.0% | i
Cc1nnc(SCC(=O)Nc2ccc([N+](=O)[O-])cc2)n1CC1CCCO1 (stereo unspecified) | 10.4% | -7.2% | 15.1 | -12.1% | 23.1µM* | -10.2% | -16.7% | 3.0% | i
O=C(CSc1nc2ccccc2c(=O)n1CCCN1CCOCC1)Nc1ccc(F)c(Cl)c1 | -31.9% | -9.4% | ? | ? | 22.0% | ? | ? | ? | ?
